TAG inh: reduces triacylglycerol accumulation in H9c2 cells. inhibition, % at 12.5 µM. actives 0.66% (n = 230,000). AID 651582. Nile Red lipid (TAG) fluorescence; cells loaded with 200 µM oleic acid;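 active = pattern-corrected inhibition of lipid staining of at least 50% with the nuclear-stain viability signal not falling by more than 50%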;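 also: 0% = DMSO wells and 100% = triacsin C control wells; some results filed as inactive read as strong as hits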
TAG inh DAPI viability: second read-out of TAG inh, no call of its own (marks repeat the call); DAPI nuclei signal change (viability), lower = more cytotoxic, %;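 whole-well DAPI fluorescence read on a plate reader as a viability signal; minus 50 percent equals half of cells still viable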
Starred values were filed as active, the others as inactive. A portion of the library. The share of hits here may be higher or lower than overall.

No.	SMILES	TAG inh	TAG inh DAPI viability
1	CC(C)CN(C(=O)COc1ccc([N+](=O)[O-])cc1)c1c(N)n(CC(C)C)c(=O)[nH]c1=O	-21	-7
2	O=C(N=c1ccn(-c2nc3ccccc3nc2NS(=O)(=O)c2ccccc2)cc1)c1cccs1	6	4
3	CCCCn1c(N)c(N(CCOC)C(=O)CN2C(=O)c3ccccc3C2=O)c(=O)[nH]c1=O	7	5
4	O=C(Cn1nnc(-c2ccccc2)n1)NC(=O)NC1CCCC1	15	-1
5	COc1ccc(NC(=O)CN(C)C(=O)Cc2ccc3c(c2)CCC3)cc1	2	1
6	CC(C)Oc1cc2ccccc2cc1CNC[C@H]1O[C@@H](n2cnc3c(N)ncnc32)[C@H](O)[C@@H]1O	-3	0
7	C=CCCC(=O)N1CCC(Oc2cccc(C(=O)NCc3ccccn3)c2)CC1	-8	7
8	O=C1CN(C(=O)c2ccco2)c2ccccc2N1	9	4
9	COc1ccc(C2NC(=O)NC(C)=C2C(=O)OC2CCCCC2)cc1 (stereo not given)	2	3
10	COc1cccc(CNc2ccc([N+](=O)[O-])cc2C)c1	-9	-5
11	COc1ccccc1N1CCN(C(=S)Nc2ccc(S(=O)(=O)N3CCOCC3)cc2)CC1	-15	-2
12	Cc1ccccc1OCc1nnc2c3cnn(C)c3ncn12	-30	8
13	COC(=O)c1cc(-n2cccc2)ccc1N1CCOCC1	-4	7
14	CC(NC(=O)C(Cc1ccccc1)n1cccc1)c1ccccc1 (stereo not given)	-9	-2
15	O=C1CN(C(=O)CN2CCN(S(=O)(=O)c3ccccc3F)CC2)c2ccccc2N1	5	-11
16	N#CC1(NC(=O)COC(=O)C2=COCCO2)CCCCC1	-1	-5
17	CC1(C(=O)NS(=O)(=O)Cc2ccccc2C(F)(F)F)CCN1C(=O)Cc1ccccc1 (stereo not given)	9	-4
18	O=C(O)Cn1c(SCc2cccc3ccccc23)nc2ccccc21	-9	3
19	O=C(c1ccco1)N1CCN(CC(=O)N2c3ccccc3CCc3ccccc32)CC1	-24	-6
20	N#C/C(=C/c1ccc(O)c([N+](=O)[O-])c1)C(=O)Nc1ccccc1	10	-10
21	CCC(=O)N1CCCC(C(=O)NCc2ccc(C(C)C)cc2)CC1 (stereo not given)	-15	5
22	COCOc1cccc(CN2CCC2(C)C(=O)Nc2ccc3c(c2)OCO3)c1 (stereo not given)	-3	-4
23	Cc1ccc(C(=O)NN2C(=O)C3C4C=CC(C5CC45)C3C2=O)cc1 (stereo not given)	14	-10
24	O=C(NCCNc1ccccc1[N+](=O)[O-])c1cc(F)c(F)cc1Cl	-11	11
25	CC(C)Nc1nnc(SCc2cc(=O)n3ccsc3n2)s1	-13	7
26	COc1ccc(S(=O)(=O)NNC(=O)Nc2ccc(C)cc2)c(OC)c1	6	0
27	O=C(Nc1ccccc1)N1CCCC(CNS(=O)(=O)Cc2ccccc2)C1 (stereo not given)	3	11
28	Cc1cc(C)c(OCC(=O)NCC2COc3ccccc3O2)c(C)c1 (stereo not given)	14	-8
29	COc1ccc(OCCN2CCC(C(=O)NC(c3ccc(C)cc3)c3ccccn3)CC2)cc1 (stereo not given)	18	-2
30	CCC(C)NC(=O)c1ccc(CNS(=O)(=O)c2ccc3c(c2)C(C)(C)C(=O)N3C)cc1 (stereo not given)	-1	3

Reprinted at random: 7 compounds from above.
No.	SMILES	TAG inh	TAG inh DAPI viability
26	COc1ccc(S(=O)(=O)NNC(=O)Nc2ccc(C)cc2)c(OC)c1	6	0
30	CCC(C)NC(=O)c1ccc(CNS(=O)(=O)c2ccc3c(c2)C(C)(C)C(=O)N3C)cc1 (stereo not given)	-1	3
27	O=C(Nc1ccccc1)N1CCCC(CNS(=O)(=O)Cc2ccccc2)C1 (stereo not given)	3	11
24	O=C(NCCNc1ccccc1[N+](=O)[O-])c1cc(F)c(F)cc1Cl	-11	11
18	O=C(O)Cn1c(SCc2cccc3ccccc23)nc2ccccc21	-9	3
22	COCOc1cccc(CN2CCC2(C)C(=O)Nc2ccc3c(c2)OCO3)c1 (stereo not given)	-3	-4
29	COc1ccc(OCCN2CCC(C(=O)NC(c3ccc(C)cc3)c3ccccn3)CC2)cc1 (stereo not given)	18	-2

New compounds follow
No.	SMILES	TAG inh	TAG inh DAPI viability
31	Cn1c(=O)[nH]c(=O)c2c1nc1n2CCS1	3	6
32	CC(=O)N1c2ccc(S(=O)(=O)N3CCCC(C(=O)Nc4ccc(F)cc4)C3)cc2CC1C (stereo not given)	-42	14
33	COc1ccc(NC(=O)CCCSc2nc(-c3ccco3)cc(C(F)(F)F)n2)cc1OC	11	-13
34	COc1ccc(C2CC(=O)C=C(NCc3ccc4c(c3)OCO4)C2)cc1 (stereo not given)	-3	-4
35	Cc1ccc(S(=O)(=O)NCCC(=O)NC2CCCCCC2)cc1C	4	-9
36	Cc1ccc(Cn2ccc(NC(=O)c3cc(C)on3)n2)cc1	-75	-18
37	O=C(CCCN1C(=O)C2CCCCN2C1=O)N1CCN(c2ccc([N+](=O)[O-])cc2)CC1 (stereo not given)	-13	3
38	CCCCCN(C(=O)CCC(=O)OC(C)C(=O)Nc1cccc(C#N)c1)c1c(N)n(CCCC)c(=O)[nH]c1=O (stereo not given)	-9	4
39	COc1cc(C2CC(=O)N3CN(Cc4ccco4)CSC3=C2C#N)ccc1OCc1ccccc1 (stereo not given)	-3	-3
40	Cc1ccc(CSCc2ccc(C(=O)NCCCN3CCOCC3)o2)cc1	-2	-1
41	COc1ccc(C(CC(=O)N2CCCCC2)c2c(O)cc(OC)cc2OC)cc1 (stereo not given)	-13	-8
42	CCOC(=O)c1c(C)[nH]c(C)c1C(=O)COC(=O)/C=C/c1ccco1	-50	28
43	CC(C)NC(=O)N(C)C[C@H]1Oc2ccc(NS(=O)(=O)c3ccc(Cl)cc3)cc2CC(=O)N([C@@H](C)CO)C[C@@H]1C	-15	8
44	CC1CCCCC1NC(=O)CSc1nnnn1-c1ccccc1 (stereo not given)	20	-13
45	C=CCN(c1ccccc1C(=O)O)S(=O)(=O)c1ccc(NC(=O)OC)cc1	-7	3
46	COc1ccc(CC(=O)OCC(=O)c2c(N)n(C)c(=O)n(C)c2=O)cc1OC	-3	-9
47	OC(Cc1ccccc1)c1ncc(-c2ccc(Cl)cc2)[nH]1 (stereo not given)	-8	4
48	COc1ccc(-c2oc(=O)c3cc(OC)c(OC)cc3c2/C=C/c2cccc([N+](=O)[O-])c2)cc1	35	-26
49	O=c1[nH]c(C(F)(F)F)nc2ccccc12	-7	-7
50	CCCCCNC(=O)C1CC(=O)OC12CCCCC2 (stereo not given)	0	-11
51	Cc1ccc(-c2noc(CN3C(C)CCCC3C)n2)cc1 (stereo not given)	-5	5
52	Cc1ccc(N=C2NC(=O)/C(=C/c3cccnc3)S2)cc1C	-6	5
53	O=C1CCN(S(=O)(=O)c2cc(C(F)(F)F)ccc2Cl)CC1	-2	1
54	CCC(=O)Nc1nnc(-c2cccs2)s1	-1	-1
55	CCOc1ccc(CSC(=N)N)cc1	-4	9
56	O=C(NNC(=O)c1cc(-c2ccccc2)n(-c2ccccc2)n1)c1cccc([N+](=O)[O-])c1	14	7
57	O=C(CN(Cc1cccs1)C(=O)CNS(=O)(=O)c1ccccc1)NCc1ccco1	5	-12
58	COc1ccc(C(NC(=O)C(C)C)c2ccc3cccnc3c2O)cc1 (stereo not given)	92	-70
59	Cc1cc(=O)oc2cc(OCC(=O)Nc3c(Cl)cccc3C(F)(F)F)ccc12	20	12
60	Cc1cc(C)c(NC(=S)N(CCN(C)C)Cc2cccs2)c(C)c1	-13	13
61	O=C(CCN1C(=O)C2CC=CCC2C1=O)Nc1nc(-c2ccc(F)c(F)c2)cs1 (stereo not given)	10	1
62	O=C(COC(=O)c1ccc(O)cc1)c1ccc(S(=O)(=O)N2CCCCC2)cc1	8	3
63	Cc1cc(C)nc(S/C=C/C(=O)c2ccccc2)n1	40	-14
64	Fc1ccc(CN2CCCN(C(=S)Nc3ccc(F)cc3)CC2)cc1	2	-11
65	COc1ccc(CC(N)c2csc(NC(=O)Nc3ccccc3Cc3ccccc3)n2)cc1 (stereo not given)	21	5
66	COc1ccc(O)c(C(=O)CC(=O)c2ccncc2)c1	-4	6
67	COc1ccc(OCC(O)CNC(=O)c2c(-c3ccccc3)noc2C)cc1 (stereo not given)	4	4
68	CNS(=O)(=O)c1ccc(NC(=S)Nc2ccc3c(c2)OCO3)cc1	1	-5
69	Cc1ccc(N2CC(O)=C(c3nc4ccccc4c(=O)[nH]3)C2=N)cc1C	6	12
70	CN1CCN(CC(=O)Nc2cccc([N+](=O)[O-])c2)CC1	2	5
71	C/C(=N\Nc1ccc([N+](=O)[O-])cc1[N+](=O)[O-])C(C)C(C)C (stereo not given)	-19	6
72	COc1ccc(C(O)c2nc3ccccc3n2C(C)C)cc1 (stereo not given)	-27	-2
73	Cc1noc(C)c1CSCC(=O)Nc1ccc(OC(F)F)c(Cl)c1	-2	3
74	OC(COc1ccc2cc(Br)ccc2c1)CN1CCOCC1 (stereo not given)	-23	7
75	CCOC(=O)C1CCN(C(=O)CCC(=O)NCCc2ccc(Cl)cc2)CC1	-13	11
76	CCOC(=O)C1(CCOC)CCN(C(=O)c2sccc2C)CC1	-7	6
77	O=C1CC(N2CCC(c3nc4ccccc4o3)CC2)C(=O)N1c1ccc(F)cc1 (stereo not given)	-3	6
78	CN(C)S(=O)(=O)c1cccc(COc2ccccc2C(=O)Nc2ccccc2)c1	7	-2
79	CCN(CC(=O)Nc1ccc2c(c1)OCCO2)C(=O)c1cc(=O)[nH]c2ccccc12	1	-2
80	COC(=O)[C@H](C)N(Cc1ccc(Cl)c(Cl)c1)S(=O)(=O)CCN1CCCC1	-1	-2
81	Cc1cccc(OC(C)C(=O)NC2CCS(=O)(=O)C2)c1C (stereo not given)	-12	-2
82	COc1ccc(/C=C/C(=O)C23CC4CC(CC(C4)C2)C3)cc1CN1CCOCC1	-8	13
83	O=C(CCn1nnnc1CN1CCOCC1)N1CCC(c2cccc(Cl)c2)C1 (stereo not given)	-18	4
84	C[C@@H]1CC=C[C@H]2[C@H]1C(=O)N(Cc1ccccc1)[C@H]2c1ccc(F)c(-c2ccc(N(C)C)cc2)c1	13	-3
85	COc1cccc(C(O)c2ncc(-c3ccc4ccccc4c3)[nH]2)c1 (stereo not given)	4	1
86	CCCn1c(N2CCN(CC(=O)NCc3cccs3)CC2)nc2ccccc21	-19	11
87	O=C(NCC(c1ccco1)N1CCc2ccccc21)c1cccc(F)c1 (stereo not given)	-22	-16
88	O=C(NCC1CCCO1)c1cc(-c2ccccc2)nc2ccccc12 (stereo not given)	7	89
89	CCN(C1CCCCC1)S(=O)(=O)c1cc2c3c(c1)CCN3C(=O)CC2	-7	-8
90	COCCNc1nc(NCCOc2ccccc2)c2sc(-c3ccccc3)cc2n1	44	-11

As a short view, part of the list above.
No.	SMILES	TAG inh	TAG inh DAPI viability
76	CCOC(=O)C1(CCOC)CCN(C(=O)c2sccc2C)CC1	-7	6
77	O=C1CC(N2CCC(c3nc4ccccc4o3)CC2)C(=O)N1c1ccc(F)cc1 (stereo not given)	-3	6
78	CN(C)S(=O)(=O)c1cccc(COc2ccccc2C(=O)Nc2ccccc2)c1	7	-2

More structures.
No.	SMILES	TAG inh	TAG inh DAPI viability
91	Nc1c(Cl)cc(C2=NCCn3nc4cc([N+](=O)[O-])ccc4c32)cc1Cl	2	-8
92	O=C(Nc1ccccc1)OCc1cnc(Cl)s1	-7	-2
93	CC(C)(C)OC(=O)CNC(=O)c1[nH]cnc1C(=O)NC1CCNCC1	9	-1
94	Cc1ccc(S(=O)(=O)Nc2ccc3c(c2)n(C)c(=O)n3C)cc1	-2	-3
95	CC1CC(C)CN(c2oc(Cc3ccccc3)nc2C#N)C1 (stereo not given)	-1	-5
96	C=CCn1c(Cn2nnc3ccccc32)nnc1SCC(=O)N/N=C/c1cc(Br)cc(OC)c1O	2	-9
97	CN(C(=O)c1ccc(NC(=O)Cc2ccc(NC(=O)C3CCN(C(=O)c4ccccc4)CC3)cc2)cc1)C1CC1	-7	-1
98	Cc1cc(C(=O)COC(=O)c2ccc(Cl)c(S(N)(=O)=O)c2)c(C)n1CC1CCCO1 (stereo not given)	4	3
99	N#Cc1ccc(NCCc2ccccn2)c([N+](=O)[O-])c1	-1	-5
100	Cc1cc(NC(=O)CS(=O)(=O)c2cn(Cc3cccc(Br)c3)c3ccccc23)no1	-2	-3
101	CCCCN(CCCC)CCCNC(=O)C12CN(Cc3ccccc3)CC1C(c1cccc([N+](=O)[O-])c1)=NO2 (stereo not given)	24	12
102	CC(=O)c1c(C(C)=O)c(C)n(-c2nc(-c3ccccc3)c(C)s2)c1C	4	11
103	CC(C)N1CCN(c2ccncc2S(=O)(=O)N2CCCCC2)CC1	3	5
104	Cc1cccc(OCC(=O)NCC(=O)N/N=C/c2ccc([N+](=O)[O-])cc2)c1	1	2
105	C=CCn1c(SCC(=O)Nc2cc(C)on2)nnc1-c1ccccc1F	5	-1
106	O=c1[nH]nc(-c2cccs2)c2ccccc12	-2	4
107	C=C(Br)Cn1c(CCCC)nc2ccccc21	-9	-7
108	CCc1ccc(NC(=O)C2CC(=O)N(C(C)C)C2)cc1 (stereo not given)	-5	9
109	COP(C)(=O)c1c(C)nn(-c2ccccc2)c1C (stereo not given)	-5	-9
110	CCOC(=O)Cn1nc(C)c(NC(=O)COc2ccc(F)cc2F)c1C	-12	4
111	CC(=O)Nc1cc2c3ccccc3ccc2c2ccccc12	2	2
112	Cc1nc2sc(C(c3cccs3)N3CCC(C(N)=O)CC3)c(O)n2n1 (stereo not given)	7	-1
113	Cc1ccccc1Nc1nc(N)nc(COC(=O)CCNS(=O)(=O)c2ccccc2)n1	15	9
114	CCn1c2ccccc2c2nc3cc(C(=O)O)ccc3nc21	8	-12
115	COc1ccccc1CNS(=O)(=O)c1ccc(C)cc1	-17	-2

High-throughput results: PubChem BioAssay, Sanford-Burnham Center for Chemical Genomics
